PTEN del growth = PTEN-deleted cell growth suppression; 140,000 tested, 1.2% active; HCT116 PTEN-null viability, CellTiter-Glo, 60 h; hits give low values; AID 827; viability, % at 10 µM;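 active = viability at or below a set limit, 4 SD under the median of all tested compounds, cut at about 3.7% in these data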;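 note: PTEN knockout HCT116 line with beta catenin targeted HCT116 as companion control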
E-sel TNF inh = TNF alpha driven E-selectin expression inhibition; HUVEC TNFa-induced E-selectin immunofluorescence, high content; inhibition, % at 2 µM; 120,000 tested, 0.71% active;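 active = inhibition above the batch mean plus 3 SD, and confirmed as a hit on visual image review, cut at about 43% in these data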;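 note: 0% = TNF-stimulated DMSO wells and 100% = unstimulated control wells; not every result past the cut was called active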
Phagocyt inh = macrophage phagocytosis inhibition; inhibition, % at 5 µM; 110,000 tested, 0.07% active; J774A.1 macrophage IgG-bead phagocytosis, imaging;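 active = inhibition above the mean of the plate negative controls plus 5 SD, cut at about 13% in these data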;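 note: phagocytic index as fraction of beads internalized from green versus red external bead signal; plate controls were DMSO negative control for no effect and cytochalasin-D positive control for full effect; some results beyond the cut were filed as inactive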
Measles CPE = protection of cells from measles virus; protection (pct of control), % at 4 µM; 140,000 tested, 1.5% active; Measles virus-infected cells, CPE protection, absorbance; AID 841; in the data active = protection mostly above about 24%, no sharp cut-off; inactive = mostly below about 26%; note: some compounds called inactive have numbers as strong as hits
GALR2 antag = blocks the human galanin receptor 2; GALR2-expressing cells, antagonist mode; inhibition, % at 4 µM; 140,000 tested, 0.39% active; in the data active = inhibition above about 27%;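 note: cells stimulated with galanin 1-16 at roughly its EC80; 0% = agonist challenge control and 100% = basal control without agonist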
Target sequence (O43603 whole entry, looked up): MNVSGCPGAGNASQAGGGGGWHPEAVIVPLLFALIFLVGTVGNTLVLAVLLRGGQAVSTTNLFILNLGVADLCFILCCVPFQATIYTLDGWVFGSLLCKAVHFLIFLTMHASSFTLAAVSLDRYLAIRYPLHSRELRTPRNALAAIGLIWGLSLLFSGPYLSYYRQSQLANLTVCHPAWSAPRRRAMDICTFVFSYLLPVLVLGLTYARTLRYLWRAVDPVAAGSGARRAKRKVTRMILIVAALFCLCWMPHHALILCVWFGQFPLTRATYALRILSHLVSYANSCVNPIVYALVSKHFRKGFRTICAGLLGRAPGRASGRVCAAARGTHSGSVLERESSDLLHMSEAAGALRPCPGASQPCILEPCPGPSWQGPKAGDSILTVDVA
bCat KO growth = beta-catenin-lacking colon tumor cell growth suppression; 140,000 tested, 1.5% active; HCT116 beta-catenin knockout viability, CellTiter-Glo, 60 h; hits give low values; viability, % at 10 µM;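 active = viability at or under a set limit, the compound median less 4 SD, cut at about 6% in these data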;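 note: 0% = Hyamine 1622 control at 20 µM and 100% = untreated cell control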
MRP-1 activ = activators of MRP-1; H69AR cells + doxorubicin, viability rescue, CellTiter-Glo; viability increase, % at 10 µM; 140,000 tested, 0.61% active;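 active = viability gain under doxorubicin at or above a set limit, the compound median plus 3 SD, cut at about 4.7% in these data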;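 note: MRP-1 overexpressing cells given doxorubicin 25 µM after compound pretreatment; 18-22 h compound pretreatment then 72 h with doxorubicin before readout; 0% = doxorubicin-only wells and 100% = vehicle-treated cells without doxorubicin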
NPY-Y2 antag = NPY-Y2 (human) receptor antagonism. 140,000 tested, 0.99% active. NPY-Y2 expressing cells, antagonist mode. inhibition, % at 2.7 µM. AID 793; in the data active = inhibition above about 17%;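 note: 0% = vehicle with agonist challenge and 100% = reference antagonist with challenge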
Target sequence (P49146 whole entry, looked up): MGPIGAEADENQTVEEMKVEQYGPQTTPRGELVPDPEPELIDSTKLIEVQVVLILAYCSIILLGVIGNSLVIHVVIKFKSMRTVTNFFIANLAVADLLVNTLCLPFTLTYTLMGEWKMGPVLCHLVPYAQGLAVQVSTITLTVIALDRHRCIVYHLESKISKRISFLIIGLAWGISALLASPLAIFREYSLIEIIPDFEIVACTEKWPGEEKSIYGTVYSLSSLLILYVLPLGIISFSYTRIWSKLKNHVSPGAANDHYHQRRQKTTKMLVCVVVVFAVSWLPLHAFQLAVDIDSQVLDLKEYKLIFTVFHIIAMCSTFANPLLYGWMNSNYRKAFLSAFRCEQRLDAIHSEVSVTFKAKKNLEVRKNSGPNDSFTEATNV
Yeast life ext = extends the lifespan of yeast; S. cerevisiae growth with nicotinamide, OD615; deaD strain in restrictive glucose medium; inhibition of the nicotinamide effect, % at 10 µM; 130,000 tested, 0.68% active;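 active = inhibition above a set limit, placed 3 SD over the median of all compounds, cut at about 26% in these data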;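 note: 0% = nicotinamide-treated wells and 100% = cells grown without nicotinamide; some compounds called inactive have numbers as strong as hits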
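Buffer or medium: CSMM-D glucose medium, restrictive; test system: modified budding yeast, DeaD strain; compound: single dose 10 µM compound, 0.25% DMSO; schedule: culture preincubation 4 h, compound exposure 48 h, both 30 °C; detection: optical density (absorbance) at 615 nm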
Yeast growth inh = reduces growth of yeast BB579 in restrictive medium. 140,000 tested, 0.51% active. inhibition, % at 10 µM. AID 804. S. cerevisiae BB579 growth, OD615, 48 h;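 active = inhibition above a set limit, 3 SD over the mean compound inhibition, cut at about 44% in these data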; note: inactives centre near -24
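Test system: Saccharomyces cerevisiae DeaD strain BB579, replicative lifespan model yeast | Buffer or medium: Restrictive CSMM-D medium | Doses: One dose, 10 µM compound with 0.25% DMSO | Incubation: 48 h exposure, 30 °C | Detection: Culture absorbance at 615 nm | Control set: Amphotericin B at 10 µg/mL as positive control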
Active calls of the source: *; . = no result given.

SMILES | PTEN del growth | E-sel TNF inh | Phagocyt inh | Measles CPE | GALR2 antag | bCat KO growth | MRP-1 activ | NPY-Y2 antag | Yeast life ext | Yeast growth inh
O=C(O)c1cc(-c2ccco2)[nH]n1 | 98 | . | . | 22 | 0 | 90 | -1.3 | 0 | 0 | -40
CCC(c1nnnn1C(C)(C)CC)N(CCCN1CCOCC1)Cc1cc2cccc(C)c2[nH]c1=O (stereo not given) | 84 | -14 | -1 | 8 | -6 | 67 | -1.9 | 7 | -8 | -31
COc1ccc(NC(=O)C2CCCN(S(=O)(=O)c3cccnc3)C2)c(OC)c1 (stereo not given) | 95 | -8 | 0 | 6 | -5 | 92 | -1.5 | 1 | -5 | -22
Cc1ccc(C(=O)N/C(=C\c2ccco2)C(=O)NCC2CCCO2)cc1C (stereo not given) | 106 | -8 | 3 | 4 | 4 | 103 | 0.2 | 1 | 2 | -8
CS(=O)(=O)N(CC(=O)N1CCN(c2ccccc2)CC1)Cc1ccc(Cl)cc1 | 82 | 1 | 3 | 6 | 1 | 74 | -0.6 | 11 | -5 | -25
Cc1cc(C)[n+](-c2ccc(C(C)C)cc2)c2[nH]c(=O)[nH]c(=O)c12 | 89 | -17 | -3 | 8 | 2 | 92 | -1.3 | 4 | 2 | -16
Cc1nc(NC(=O)COc2ccc(Cl)cc2)sc1C(=O)N(C)C | 96 | . | -3 | 9 | 1 | 97 | 2.8 | 2 | 0 | -17
CCN1C(=O)CC(N2CCC(Nc3ccc(F)cc3)CC2)C1=O (stereo not given) | 89 | -2 | -1 | 17 | 2 | 94 | -1.9 | -2 | 4 | -6
OC(CN1CCN(c2cccc(C(F)(F)F)c2)CC1)c1c[nH]c2ccccc12 (stereo not given) | 69 | -12 | . | 10 | -2 | 73 | -5.0 | 6 | -6 | 1
COc1ccccc1-c1cc(C(F)(F)F)nc(N2CCCC2)n1 | 91 | . | . | 10 | -8 | 87 | -4.1 | 3 | -30 | -19
COc1ccccc1-n1c(CNc2c(C)cccc2C)nnc1SCC(=O)N1CCOCC1 | 95 | -4 | -2 | 10 | 5 | 92 | -0.5 | 3 | -11 | -9
Cc1c(CCO)sc[n+]1CC(=O)OCCC12CC3CC(CC(C3)C1)C2 | 96 | -1 | -4 | 6 | 0 | 93 | 0.0 | 2 | 5 | -1
Cc1ccc2cc(CN(Cc3ccco3)C(=O)C3CCCCC3)c(=O)[nH]c2c1C | 85 | 5 | -1 | 5 | 7 | 81 | -2.7 | 3 | -10 | -25
COC(=O)Oc1ccc(/C=N/NC(=O)CN(c2ccccc2Cl)S(C)(=O)=O)cc1OC | 104 | -20 | 1 | 1 | 12 | 95 | -0.9 | 1 | -17 | -78
Cc1ccc2nc(-c3ccc(SCC(=O)Nc4nc(C)cs4)nc3)[nH]c2c1 | 93 | -27 | -1 | 8 | 10 | 95 | 0.3 | 0 | -2 | 4
O=c1c(-c2nnc(SCc3ccc(Cl)c(Cl)c3)o2)cccn1Cc1ccccc1 | 64 | 28 | . | 18 | -1 | 86 | 2.2 | 1 | 13 | -69
CC(=O)c1cc2c(cc1N)OCO2 | 92 | -13 | 0 | 8 | 2 | 113 | -1.0 | 5 | -7 | -35
COc1cc(/C=N/Nc2cc(C)nc(NS(=O)(=O)c3ccc(C)cc3)n2)ccc1O | 77 | -4 | -9 | 19 | -3 | 89 | -0.3 | 12 | -1 | -26
O=C(CN1C(=O)NC2(CCCCC2)C1=O)Nc1ccccc1Cl | 92 | . | -1 | 14 | 10 | 94 | -2.5 | 6 | -16 | -35
Cc1cc(N2C3CCC2CC(O)(c2ccc(F)cc2)C3)nc(-c2ccccc2)n1 (stereo not given) | 60 | . | -1 | 15 | 2 | 58 | -1.9 | 1 | 4 | -75
N=c1n(CCN2CCOCC2)c2ccccc2n1Cc1ccccc1Br | 70 | . | 1 | 16 | 15 | 84 | -4.5 | 11 | -4 | 2
Cc1nc(Nc2nc(CSc3ccc(Cl)cc3)cc(=O)[nH]2)nc2ccccc12 | 59 | . | . | 12 | -3 | 72 | -1.8 | 6 | 4 | -29
COc1cccc(C2C3=C(N=c4s/c(=C\c5cccc(O)c5)c(=O)n42)c2ccccc2CC3)c1OC (stereo not given) | 1.7* | . | -5 | 4 | 14 | 2.4* | -6.1 | 2 | 0 | -31
Cc1ccc2nc(-c3cccc(NC(=O)c4ccco4)c3)[nH]c2c1 | 64 | 3 | -1 | 2 | 15 | 75 | -2.2 | 5 | -18 | -31
CCOC(=O)C1C2C=CC3(CN(CCc4ccccc4)C(=O)C13)O2 (stereo not given) | 99 | 1 | . | 10 | 5 | 89 | -2.6 | -2 | 7 | -28
Carrying on.
SMILES | PTEN del growth | E-sel TNF inh | Phagocyt inh | Measles CPE | GALR2 antag | bCat KO growth | MRP-1 activ | NPY-Y2 antag | Yeast life ext | Yeast growth inh
O=C1c2ccccc2C(=O)N1CCCSc1nc2ccccc2o1 | 96 | . | 1 | 6 | -13 | 90 | -1.0 | 11 | -8 | -21
Cc1cc(C(=O)OCC(=O)NC2CCCCC2)c(C)o1 | 91 | -4 | 0 | 22 | -8 | 102 | -1.8 | 3 | -3 | -17
Cc1cccc(OCCCN2CCCCCC2)c1 | 90 | -3 | 6 | 8 | 7 | 97 | -2.6 | 1 | -14 | -25
CCN(CC)C(=O)/C(=C\c1ccc2c(c1)OCO2)NC(=O)c1ccc(Br)cc1 | 93 | 14 | -2 | 19 | 1 | 89 | -2.0 | 0 | -8 | -42
COCc1cc(C)nc(N)c1C#N | 98 | . | 0 | 7 | . | 92 | -2.4 | . | -16 | -11
COCCCNC(=O)CN(c1cc(OC)ccc1OC)S(=O)(=O)c1ccccc1 | 98 | -5 | -1 | 9 | 8 | 93 | -0.6 | 2 | 0 | -20
CS(=O)(=O)c1cnc(-c2ccccc2)nc1Oc1ccc(F)cc1 | 103 | -6 | 0 | 5 | -1 | 86 | 0.4 | 0 | -13 | -64
COc1cccc(/C=N/NC(=O)c2ccccc2N(Cc2ccccc2)S(=O)(=O)c2ccccc2)c1OC | 72 | -24 | . | 36 | -7 | 81 | -3.2 | 7 | -10 | -11
CC(C)(C)NC(=O)CN1CCC(O)(c2ccc3c(c2)OCO3)CC1 | 95 | -32 | . | 9 | -3 | 94 | -0.8 | 1 | . | -2
COc1cccc2c(=O)n(CC(=O)NC3CCCC3)ccc12 | 90 | 6 | -1 | 15 | -7 | 103 | -1.0 | 2 | -14 | -17
O=C(NCC1CCCO1)c1cc(-c2ccco2)nc2ccccc12 (stereo not given) | 97 | 20 | -3 | 14 | 13 | 96 | -2.2 | -2 | -6 | -22
O=C(Cc1ccccc1)NN1C(=O)C2C(C1=O)C1C=CC2C12CC2 (stereo not given) | 95 | . | -3 | 23 | 1 | 97 | 1.5 | 5 | 3 | -20
COc1cc(C2C(C(=O)c3ccco3)=C(O)C(=O)N2CCc2ccccc2)ccc1O (stereo not given) | 92 | 29 | 0 | 3 | 18 | 92 | -2.2 | 8 | 1 | -19
CCC(N1CCOC1=O)S(=O)(=O)c1ccc(C)cc1 (stereo not given) | 111 | -1 | -1 | 5 | 0 | 91 | 0.6 | 6 | 0 | 18
COc1ccc(Oc2ncc(CN3CCN(c4ccccc4)CC3)s2)cc1 | 99 | 12 | -1 | 2 | -6 | 84 | 0.2 | 6 | -3 | -76
O=C(Nc1nc2c(c(=O)[nH]1)CCCC2)C1CC1 | 50 | 6 | 0 | 3 | 2 | 58 | -1.4 | 7 | -5 | -29
CCCCOC(=O)CNc1nnc(SCC(=O)OCC)[nH]c1=O | 106 | -14 | . | 8 | 2 | 99 | -0.3 | -4 | -4 | -52
Cc1ccccc1N=C1NN=C(c2ccccc2F)CS1 | 65 | 6 | -6 | 6 | 5 | 78 | -3.5 | 0 | -9 | -8
C1CCN(c2c3c(nc4nnnn24)CCCC3)CC1 | 93 | 2 | . | 1 | 4 | 96 | -0.7 | 2 | -13 | -29
O=C(c1cc2c(ccc3ccccc32)oc1=O)N1CCN(CCO)CC1 | 111 | . | . | 5 | 8 | 102 | 0.1 | 1 | 1 | -23
COc1ccccc1OCC(=O)OCC(=O)Nc1ncc(Cl)cc1Cl | 106 | -1 | 2 | 3 | -4 | 89 | -0.1 | 4 | -12 | -2
Cc1[nH]nc2c1C1(CCC3(CC1)OCCO3)C(C#N)=C(N)O2 | 110 | 13 | 4 | 5 | -6 | 100 | 0.1 | 1 | -7 | 0
CCn1c(CN2CCCCCC2=O)nnc1SCc1cnc(-c2ccccc2)s1 | 63 | 3 | 0 | 5 | -4 | 55 | -0.5 | 6 | -12 | -15
COc1ccc(OCC(=O)N/N=C/c2ccc(OC)c(OC)c2C(=O)O)cc1 | 95 | . | -9 | 14 | -7 | 90 | -2.0 | -1 | -2 | -1
Cc1ccccc1C(=O)NC1CCN(C(=O)N(c2ccccc2)c2ccccc2)CC1 | 100 | -8 | . | 4 | -2 | 91 | -2.8 | -2 | -5 | -15

Molecules from the list above that contain an aryl thioether with sulfur outside any ring:
SMILES | PTEN del growth | E-sel TNF inh | Phagocyt inh | Measles CPE | GALR2 antag | bCat KO growth | MRP-1 activ | NPY-Y2 antag | Yeast life ext | Yeast growth inh
COc1ccccc1-n1c(CNc2c(C)cccc2C)nnc1SCC(=O)N1CCOCC1 | 95 | -4 | -2 | 10 | 5 | 92 | -0.5 | 3 | -11 | -9
Cc1ccc2nc(-c3ccc(SCC(=O)Nc4nc(C)cs4)nc3)[nH]c2c1 | 93 | -27 | -1 | 8 | 10 | 95 | 0.3 | 0 | -2 | 4
O=c1c(-c2nnc(SCc3ccc(Cl)c(Cl)c3)o2)cccn1Cc1ccccc1 | 64 | 28 | . | 18 | -1 | 86 | 2.2 | 1 | 13 | -69
Cc1nc(Nc2nc(CSc3ccc(Cl)cc3)cc(=O)[nH]2)nc2ccccc12 | 59 | . | . | 12 | -3 | 72 | -1.8 | 6 | 4 | -29
O=C1c2ccccc2C(=O)N1CCCSc1nc2ccccc2o1 | 96 | . | 1 | 6 | -13 | 90 | -1.0 | 11 | -8 | -21
CCCCOC(=O)CNc1nnc(SCC(=O)OCC)[nH]c1=O | 106 | -14 | . | 8 | 2 | 99 | -0.3 | -4 | -4 | -52
CCn1c(CN2CCCCCC2=O)nnc1SCc1cnc(-c2ccccc2)s1 | 63 | 3 | 0 | 5 | -4 | 55 | -0.5 | 6 | -12 | -15
